EPAC1 antag: qHTS for Antagonist of cAMP-regulated guanine nucleotide exchange factor 3 (EPAC1): primary screen; Rap guanine nucleotide exchange factor 3 (Homo sapiens), O95398; EPAC1 GEF assay, Rap1b-BODIPY-GDP exchange fluorescence; Potency, µM (doses to about 115 µM), without a hit: top-dose activity change, negative = inhibition, most hits filed as inhibitors; 0.14% of 360,000 active;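 also: potency is read from the fitted curve at half-maximal effect; plate controls were vehicle for no effect and positive control for full effect; nearly all actives have a fitted effect of over 50% in size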
PI5P4Ka inh: qHTS for Inhibitors of phosphatidylinositol 5-phosphate 4-kinase (PI5P4K); PI5P4Kalpha enzyme, ADP-Glo luminescence, 60 min; stronger effect = lower value; max response, %; 1.2% of 330,000 active; active = max response of -50% or lower; inconclusive = between -30% and -50%; inactive = -30% or higher; also: value at the top dose of about 77 µM; % is scaled to controls: 0 for no effect and ±100 for the full control effect
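Quantitative HTS of the MLSMR library against PI5P4Kalpha with substrate. ATP added last at 5 microM final; room temperature, 60 minutes. Remaining ATP depleted, ADP converted and read as luminescence.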
EPAC2 antag: qHTS for Antagonist of cAMP-regulated guanine nucleotide exchange factor 2 (EPAC2): primary screen; EPAC2 GEF exchange of Rap1B-BODIPY-GDP, fluorescence; Potency, µM (series often up to 114 µM), for the others: top-dose activity, negative = inhibition, actives largely listed as inhibitors; 0.18% of 360,000 active; AID 720708, 2013; also: potency is read from the fitted curve at half-maximal effect; % is scaled to controls: 0 for no effect and ±100 for the full control effect; nearly all actives have a fitted effect of over 45% in size; many of its hits are not listed in these tables
Target sequence (Q8WZA2 whole entry, looked up): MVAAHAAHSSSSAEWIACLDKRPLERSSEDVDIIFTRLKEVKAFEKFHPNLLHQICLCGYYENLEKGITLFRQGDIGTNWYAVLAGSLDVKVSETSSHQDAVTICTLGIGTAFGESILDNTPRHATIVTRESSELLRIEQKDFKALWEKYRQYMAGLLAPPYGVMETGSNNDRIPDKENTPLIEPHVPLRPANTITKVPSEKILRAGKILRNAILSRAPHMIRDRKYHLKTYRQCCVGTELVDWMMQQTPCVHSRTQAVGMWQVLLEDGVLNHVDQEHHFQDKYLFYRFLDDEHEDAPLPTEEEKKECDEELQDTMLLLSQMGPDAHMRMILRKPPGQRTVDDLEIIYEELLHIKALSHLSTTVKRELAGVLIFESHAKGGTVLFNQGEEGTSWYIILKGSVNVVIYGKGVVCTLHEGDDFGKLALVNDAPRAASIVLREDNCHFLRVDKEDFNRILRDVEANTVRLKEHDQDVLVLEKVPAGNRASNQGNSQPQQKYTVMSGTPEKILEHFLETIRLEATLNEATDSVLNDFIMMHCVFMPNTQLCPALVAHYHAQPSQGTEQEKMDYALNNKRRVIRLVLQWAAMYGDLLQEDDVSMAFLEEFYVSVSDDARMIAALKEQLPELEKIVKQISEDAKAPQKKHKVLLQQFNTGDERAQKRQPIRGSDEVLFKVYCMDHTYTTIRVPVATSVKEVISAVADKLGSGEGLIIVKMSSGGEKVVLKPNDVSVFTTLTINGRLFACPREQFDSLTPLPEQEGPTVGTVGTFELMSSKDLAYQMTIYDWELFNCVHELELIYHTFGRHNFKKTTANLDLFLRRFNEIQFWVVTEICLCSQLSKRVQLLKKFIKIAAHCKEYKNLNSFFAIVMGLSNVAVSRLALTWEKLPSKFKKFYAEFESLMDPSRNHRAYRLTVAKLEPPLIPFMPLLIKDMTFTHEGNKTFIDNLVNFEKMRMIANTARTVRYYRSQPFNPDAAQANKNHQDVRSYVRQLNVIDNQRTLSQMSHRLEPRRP
EPAC1 ag: qHTS for Agonist of cAMP-regulated guanine nucleotide exchange factor 3 (EPAC1): primary screen; 0.073% of 360,000 active; Potency, µM (series often up to 154 µM), inactives show top-dose activation, actives largely listed as activators; EPAC1 agonist qHTS, biochemical assay; response scale: 100% = response to 6.5 mM cAMP; AID 720707, 2013; also: potency is read from the fitted curve at half-maximal effect; nearly all actives have a fitted effect of over 60% in size
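Multi-concentration qHTS readout: loss of Rap1B-bound BODIPY-GDP fluorescence driven by 100 nM EPAC1 with excess GDP (50 uM), monitored kinetically at room temperature; agonist response expressed relative to 6.5 mM cAMP.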
WRN inhibitor: qHTS for Inhibitors of WRN Helicase. Bifunctional 3'-5' exonuclease/ATP-dependent helicase WRN (Homo sapiens), Q14191. WRN helicase unwinding, fluorescent forked duplex, kinetic. Potency, µM (series often up to 114 µM), inactives show at the top dose activity change, negative = inhibition, hits mostly inhibitors. 0.46% of 360,000 active. AID 651768, 2012; also: potency is read from the fitted curve at half-maximal effect; % is scaled to controls: 0 for no effect and ±100 for the full control effect; nearly all actives have a fitted effect of over 55% in size
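WRN at 20 nM final was preincubated with compound for 15 min at room temperature; reaction started with 100 nM forked duplex oligonucleotide carrying fluorophore and quencher plus 2 mM ATP (final). Unwinding followed kinetically by red fluorescence (ex 525/em 598 nm).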
Mm-Cpn inhibitor: Inhibitors of TCP-1 ring complex (TRiC) of Methanococcus maripaludis (MmCpn): qHTS. Chaperonin Mm-Cpn (Methanococcus maripaludis). Potency, µM (top dose mostly 76.9 µM), for the others: top-dose activity, negative = inhibition, actives largely listed as inhibitors. AID 504842, 2011. purified Mm-Cpn ATPase, ADP Transcreener TR-FRET. 0.031% of 330,000 active; also: potency is read from the fitted curve at half-maximal effect; % is scaled to controls: 0 for no effect and ±100 for the full control effect; nearly all actives have a fitted effect of over 80% in size
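Compound-treated chaperonin, 25 nM final, turns over 10 uM ATP at 37°C for 30 min following a 10 min preincubation; ADP generated competes with ADP-d2 for Eu-cryptate antibody, lowering FRET.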
PLK1 PBD block: qHTS for Inhibitors of PLK1-PDB (polo-like kinase 1 - polo-box domain): Primary Screen; Plk1 PBD binding of FITC phosphopeptide, fluorescence polarization; AID 720504, 2013; Potency, µM, for the others: max response, negative = inhibition, actives largely listed as inhibitors; Serine/threonine-protein kinase PLK1 (Homo sapiens), P53350; 2.8% of 360,000 active; also: potency is read from the fitted curve at half-maximal effect; series mostly up to about 57 µM; % is scaled to controls: 0 for no effect and ±100 for the full control effect; nearly all actives have a fitted effect of over 65% in size
CCT chaperon mod: High-Throughput Screening for Modulators of Cytosolic Chaperonin Activity; purified chaperonin ATPase assay, HTRF ADP detection, 30 min; activity change, % (concentration not given with the values), hits read low; 0.3% of 360,000 active; AID 651819, 2012; in the data active = activity change below about -30%; also: % is scaled to controls: 0 for no effect and ±100 for the full control effect
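ATPase activity: ADP formed was measured by HTRF Transcreener (665/615 nm ratio) after 30 min at 37 deg C with 10 uM ATP. Compounds screened at one 76 uM concentration against 40 or 20 nM TRiC in Tris pH 7.4/KCl/MgCl2/DTT buffer.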
Active calls of the source: *; ? = inconclusive; . = not tested or not shown; [ ] = remark or other dose. Unless noted, calls follow the shape of the dose curve; as a rule, active = well fitted curve in the direction sought with a large enough effect; inconclusive = small, poorly fitted or top-dose-only effect, or another doubt; inactive = no such curve, though single readings can be large; an effect the other way counts as inactive or inconclusive. Only part of the results is shown (hit frequency here may not be typical).

SMILES	EPAC1 antag	PI5P4Ka inh	EPAC2 antag	EPAC1 ag	WRN inhibitor	Mm-Cpn inhibitor	PLK1 PBD block	CCT chaperon mod
O=C(CCNC(=O)Cn1ccc2ccccc2c1=O)NCCCN1CCOCC1	-19%	4	4%	9%	-4%	1%	-6%	0.6
Cn1cc(C(N)=O)c2ccccc21	-18%	-4	7%	-7%	3%	-1%	-9%	-0.7
COc1cccc(NC(=O)CN(C)C(=O)c2cccnc2Nc2cccc(C(F)(F)F)c2)c1	-24%	34	?	-4%	-13%	0%	4%	-0.6
O=C(c1ccco1)N1CCN(C(=O)c2ccccc2Oc2ccccc2)CC1	-2%	.	0%	2%	1%	4%	-6%	-5.4
CCOC(=O)C(NC(=O)c1ccccc1)(OCc1ccc(F)cc1)C(F)(F)F (stereo not given)	-16%	4	-2%	-10%	-4%	0%	-2%	-5.4
COc1cc(NC(=O)C(=O)N2CCN(C)CC2)c(OC)cc1Cl	4%	9	24%	1%	-23%	-1%	0%	0.7
COc1ccc(NC(=O)CSc2ccc(F)cc2)cc1S(=O)(=O)N1CCCCC1	-9%	9	-1%	-16%	-13%	-2%	-24%	0.9
Cc1cc(=O)oc2cc(OCC(=O)N3c4ccccc4NC(=O)C3(C)C)ccc12	-3%	?	-7%	-3%	-1%[11.6 µM]	-1%	-8%	-22
C[C@@H]1CN([C@H](C)CO)C(=O)c2cc(C#Cc3ccccc3F)cnc2O[C@@H]1CN(C)S(=O)(=O)c1ccccc1F	6%	-2	6%	0%	1%	.	-2%	-0.2
O=C1C2C3C=CC(C3)C2C(=O)N1c1ccc(Cc2ccncc2)cc1 (stereo not given)	-28%	6	-2%	0%	8%	1%	-6%	-1.0
CCC(=O)NNc1nc2c(F)cc(F)cc2s1	-6%	2	-2%	-2%	2%	-1%	1%	-2.5
CCN(CC)C(=O)C1=C(C)N(CCCOC)C(=O)C(CC(=O)NCCc2ccccn2)C1 (stereo not given)	-1%	6	0%	6%	-1%	.	-10%	0.2
O=C(Cc1ccccc1)CC(CC(=O)c1ccccc1)c1ccccc1 (stereo not given)	-9%	1	-6%	5%	-1%	.	-18%	-3.4
COc1ccc(NC2CCCN(C(=O)c3ccc(OC)cc3OC)C2)cc1 (stereo not given)	-8%	-5	7%	-8%	7%	0%	-16%	-1.0
Cc1ccc(C)c(C(=O)Cn2ncc(Cl)c(Cl)c2=O)c1	0%	-4	-3%	5%	-8%	-20%	-13%	-9.7
CCOC(=O)Cc1csc(NC(=O)Cn2c(=O)oc3ccccc32)n1	-21%	1	?	1%	-6%	0%	-16%	-0.4
C=CCOc1ccc(C[C@H](N)C(=O)NC[C@H]2O[C@@H](n3cnc4c(N)ncnc43)[C@H](O)[C@@H]2O)cc1	-14%	-11	-5%	-12%	-4%	-3%	-9%	-1.2
Cc1ccc(C(=O)Nc2ccc(N3CCN(C(=O)c4ccco4)CC3)cc2)cc1	-5%	-18	4%	-9%	-1%	-1%	?	-0.1
O=C(Nc1ccc(F)c(F)c1)c1ccco1	-6%	7	16%	-7%	-1%	2%	9%	-0.6
COC(=O)c1sccc1NC(=O)Nc1cccc(OC)c1	-17%	1	-5%	1%	-14%	-1%	-3%	0.0
c1ccc(CN2CCN(CCCNc3ccc4nnc(-c5ccccc5)n4n3)CC2)cc1	0%	2	-7%	9%	-13%	0%	-9%	0.7
CC(C)N1CCC(N2CCN(Cc3nc4ccccc4s3)CC2CCO)CC1 (stereo not given)	6%	9	0%	14%	-1%	-2%	-6%	-2.4
C=CC[C@@H](CC(=O)N(CCO)Cc1ccccc1)C(=O)N[C@@H](COC(=O)[C@@H](CC=C)Cc1ccc(F)cc1)Cc1c[nH]c2ccccc12	-18%	2	-4%	-25%	0%	2%	1%	2.2
O=C(C[n+]1ccccc1)N1CCCc2ccccc21	19%	-2	8%	-9%	12%	3%	-2%	0.9
CCOC(=O)c1sc(NC(=O)CS(=O)(=O)c2ccc(C)cc2)nc1C	2%	10	2%	-8%	-3%	-2%	-2%	-0.5
O=C(NCCN1CCN(Cc2ccccc2)CC1)C1CC(=O)N(C2CCCC2)C1 (stereo not given)	15%	.	5%	3%	3%	-3%	-2%	-1.4
CC(=O)N(Cc1ccccc1)Cc1cn(CCC#N)nc1-c1cccc([N+](=O)[O-])c1	21%	1	1%	2%	0%	-4%	7%	0.0
Cc1oc(-c2ccccc2)cc1C(=O)Nc1cccc2ccccc12	0%	0	11%	11%	-2%	-22%	-26%	0.2
CCN(CC)CCCCCOc1ccccc1OC	0%	.	2%	10%	-2%	2%	-11%	-5.9
COCc1cc(C)nc(SCC[N+](C)(C)CC(=O)Nc2cccc(C)c2)c1C#N	9%	3	1%	7%	8%	0%	-21%	-1.0
N#Cc1cc(C(=O)c2cc(Br)ccc2O)cn(C2CC2)c1=O	-11%	2	-10%[57.1 µM]	12%	-10%	-9%	-8%	0.0
CS(=O)(=O)N1CCN(c2ccccc2F)CC1	6%	0	7%	-3%	9%	.	-3%	-3.8
Cc1oc(-c2ccccc2F)nc1CN1CCC(C(=O)NC2CCCCCCC2)CC1	4%	-4	2%	-12%	1%	0%	-1%	6.3
CN1C(C(=O)NCC2CC2)CC2Cn3c(nc4ccccc43)C21 (stereo not given)	-11%	2	4%	-2%	4%	0%	-22%	-3.1
OC(CN1CCCCC1)c1ccc(Br)cc1 (stereo not given)	-23%	6	-9%	5%	5%	.	-15%	-4.2
COc1ccc(CNC(=O)/C=C/[C@H]2O[C@@H](n3ccc(=O)[nH]c3=O)[C@H](O)[C@@H]2O)cc1	0%	0	5%	13%	-1%	.	-4%	-0.2
CC(C)c1ccc(C2NC(=O)NC3=C2CCc2ccccc23)cc1 (stereo not given)	-9%	-1	0%	0%	-17%	0%	-19%	1.7
CN(c1ccc(C(=O)N2CCCCC2)cc1)S(=O)(=O)c1cccs1	10%	0	2%	2%	7%	0%	-15%	-3.7
O=C(CCN1C(=O)C2C3C=CC(C3)C2C1=O)N1CCN(c2ccc([N+](=O)[O-])cc2)CC1 (stereo not given)	8%	-6	0%	6%	8%	-2%	-9%	-1.0
CCOC(=O)c1cnn(-c2ccccc2)c1-n1cccc1C(=O)C(=O)Nc1ccc(F)cc1	-25%	0	0%	12%	-6%	3%	-2%	-2.2
COc1ccc(/C=N/Nc2nnc(-c3ccccc3)c(=O)[nH]2)cc1	-16%	-8	5%	-8%	-3%	0%	-4%	-11
CC(=O)c1c(C)[nH]c(C(=O)Nc2ccc(N3CCCCCC3)cc2)c1C	-6%	-2	-15%	10%	0%	.	7%	-0.4
CN(C)S(=O)(=O)c1ccc(N2CCCC2)c(C(=O)Nc2ccc(Br)cc2F)c1	-1%	4	-4%	4%	-6%	-2%	-1%	-1.6
O=C(Nc1c2c(nc3ccccc13)CCCC2)c1cccc([N+](=O)[O-])c1	-14%	-1	4%	5%	-9%	-1%	-8%	-0.9
CCOc1ccc(/C=N/OC(C)C(=O)NCc2ccc3c(c2)OCO3)cc1 (stereo not given)	-25%	3	3%[57.1 µM]	8%	1%	2%	-10%	-3.6
Fc1cccc(NC(=S)NCc2ccccc2Cl)c1	-9%	6	-3%	2%	-9%	1%	-15%	2.7
COc1ccc2c(c1)c(=O)oc1cc(OC(C(=O)O)c3ccccc3)ccc12 (stereo not given)	-5%	-9	-13%	-7%	-21%	2%	-6%	2.2
COc1ccccc1NC(=O)CSc1nnc(C2CCCCC2)n1-c1ccccc1	-27%	0	-14%	4%	-7%	0%	0%	1.7
Cc1nc2ccccc2nc1N/N=C/c1ccc(O)cc1	2%	0	-14%	5%	-16%	-5%	-1%	1.0
COc1ccccc1N1CCN(C(=O)C2=CC=CN3CCS(=O)(=O)N=C23)CC1	-6%	-1	2%	3%	-11%	0%	-1%	0.7

Reprinted from the entries so far, 9 compounds:
SMILES	EPAC1 antag	PI5P4Ka inh	EPAC2 antag	EPAC1 ag	WRN inhibitor	Mm-Cpn inhibitor	PLK1 PBD block	CCT chaperon mod
CC(=O)c1c(C)[nH]c(C(=O)Nc2ccc(N3CCCCCC3)cc2)c1C	-6%	-2	-15%	10%	0%	.	7%	-0.4
CN(C)S(=O)(=O)c1ccc(N2CCCC2)c(C(=O)Nc2ccc(Br)cc2F)c1	-1%	4	-4%	4%	-6%	-2%	-1%	-1.6
O=C(Nc1c2c(nc3ccccc13)CCCC2)c1cccc([N+](=O)[O-])c1	-14%	-1	4%	5%	-9%	-1%	-8%	-0.9
CCOc1ccc(/C=N/OC(C)C(=O)NCc2ccc3c(c2)OCO3)cc1 (stereo not given)	-25%	3	3%[57.1 µM]	8%	1%	2%	-10%	-3.6
Fc1cccc(NC(=S)NCc2ccccc2Cl)c1	-9%	6	-3%	2%	-9%	1%	-15%	2.7
COc1ccc2c(c1)c(=O)oc1cc(OC(C(=O)O)c3ccccc3)ccc12 (stereo not given)	-5%	-9	-13%	-7%	-21%	2%	-6%	2.2
COc1ccccc1NC(=O)CSc1nnc(C2CCCCC2)n1-c1ccccc1	-27%	0	-14%	4%	-7%	0%	0%	1.7
Cc1nc2ccccc2nc1N/N=C/c1ccc(O)cc1	2%	0	-14%	5%	-16%	-5%	-1%	1.0
COc1ccccc1N1CCN(C(=O)C2=CC=CN3CCS(=O)(=O)N=C23)CC1	-6%	-1	2%	3%	-11%	0%	-1%	0.7

From PubChem
